# Compound activity (PubChem)
# Growth percent in the NCI-60 one-dose screen (48 h, 10 µM unless noted): 100 = growth as untreated, 0 = no growth, -100 = all killed.
# HL-60(TB) = HL-60(TB) leukemia cells; actives 9% (n = 78,000); active = growth percent below 10
# Starred values were filed as active, the others as inactive; & = joins results of further samples; [ ] = dose if it differs, or a comment.
SMILES,HL-60(TB)
CCCCCCCCCCCCCCCCOCCCOP(=O)(O)C1CCCN(O)C1=O (stereo unspecified),-14*
c1ccc2c(NCCCN3CCN(CCCNc4c5ccccc5nc5ccccc45)CC3)c3ccccc3nc2c1,-24*[100 µM]
COc1ccc(C2=NN(C(C)=O)C(c3cccc(Nc4ccnc5cc(Cl)ccc45)c3)C2)cc1 (stereo unspecified),57
Cc1cc(N2CCN(C)CC2)nc(N(CCNc2ccnc3cc(Cl)ccc23)Cc2ccccn2)n1,85
CS(=O)(=O)c1ccc(-n2nc(C(=O)N3CCC(Cc4ccccc4)CC3)cc2-c2ccc(Cl)cc2)cc1,67
COC(=O)/C=C1\SC(=Nc2cccc(OC)c2)N(CCc2c[nH]c3ccccc23)C1=O,22
S=C(c1cccs1)N1CCN(c2ccc(Cl)cc2)CC1,94
CC1(C)CC[C@]2(C(=O)N3CCOCC3)CC[C@]3(C)C(=CC[C@@H]4[C@@]5(C)C/C(=C/c6cccnc6)C(=O)C(C)(C)[C@@H]5CC[C@]43C)[C@@H]2C1,80
Cc1ccc(C2CN(C)CCC2(O)c2ccc(C)cc2)cc1 (stereo unspecified),112
CCOc1ccc(-c2ccccc2)cc1,104
COc1ccc(-n2nc3c(c2-c2ccc(OC)c(OC)c2)-c2oncc2CC3)cc1,88
CCOC(=O)c1ccc(OCc2cn(Cc3c(C)c(Cn4cc(COc5ccc(C(=O)OCC)cc5)nn4)c(C)c(Cn4cc(COc5ccc(C(=O)OCC)cc5)nn4)c3C)nn2)cc1,97
COc1cc(C2C3=C(COC3=O)N(CCO)c3cc4c(cc32)CCC4)cc(OC)c1O (stereo unspecified),-8.6*
CC(=O)c1cc(C(=O)N2c3ccccc3Sc3ccccc32)c2c(C)cccn12,88
O=S(OO)c1cc(Cl)c(O)c(Cl)c1 (stereo unspecified),103
COC(=O)[C@@H](Cc1ccc(O)cc1)n1cc(COC(=O)c2cccc3c(=O)c4ccccc4[nH]c23)nn1,99
O=C(O)c1cc(O)c(O)c(O)c1,119
CCN(CC)CCCNc1c2c(nc3c(Cl)cccc13)CCCC2,99
O=C(c1cccc(Cl)c1Cl)N1CCN(c2ccnc3cc(Cl)ccc23)CC1,76
Oc1c(C=C2N=c3ccccc3=N2)sc(=S)n1N1CCOCC1,97
CCOC(=O)c1c(C)c2c(n1Cc1ccccc1)CSc1cc(C(=O)c3ccccc3)c(=O)[nH]c1-2,84[100 µM]
Cc1ccc(-n2nc(C(N)=O)c(N3CCCC3)n2)cc1,103
COc1ccc(-c2nc3sccn3c2-c2nc3ccc(Cl)cc3[nH]2)cc1,91
COc1ccc(/C=N/NC2=NC3C(S2)N(C)C(=O)N3C)cc1 (stereo unspecified),-29*
NC(N)=NC(=S)Nc1ccc(Cl)cc1,85
C1=C\c2ccc(c(-c3nnc(Nc4cccnc4)o3)c2)/C=C\c2ccc/1cc2,96
NC(=O)c1cccc([C@@H]2O[C@H](CO)[C@@H](O)[C@H]2O)c1,40
CCc1c(C(=O)NC2c3cc(Cl)ccc3CCC2O)[nH]c(C)c1C(C)=O (stereo unspecified),59
O=C(Nc1cnc2ccccc2c1)c1cc(C(=O)c2ccc(Br)cc2)n2ccccc12,91
O=[N+]([O-])c1cc(F)ccc1O,111
CCOC(=O)NC1C2CC3C(C2)C31 (stereo unspecified),92
CC1=CC(C)(C)Nc2ccc(Cc3ccc4c(c3)C(C)=CC(C)(C)N4)cc21,122
CS(=O)(=O)Nc1ccc(CNC(=O)c2ccsc2Nc2ccnc(C(F)(F)F)c2)cc1,103
O=C(Cc1ccccc1)NCc1ccccc1,103
O=C(O)C1(NO)CCCCC1,73
Cc1cc(NS(=O)(=O)c2ccc(-c3cnc(C4CC4)o3)cc2)ccc1I,1.4*
CNCCCOc1c(Br)cc(CCNC(=O)/C(Cc2ccc(OC)c(Br)c2)=N/O)cc1Br,21
O=CC(O)C(O)C(O)CO (stereo unspecified),92&130
CCOC(=O)CSc1nc2c(c(=O)n(C)c(=O)n2C)n1CC,129
CCCC/C(=C\c1ccc(O)c(O)c1)C(=O)NC(Cc1ccccc1)C(=O)C(=O)NCCc1ccc(OC)cc1 (stereo unspecified),93
CCOc1cc2c(cc1CC(Br)CBr)OCO2 (stereo unspecified),80
CN1C(=O)C(C(=O)/C=C/c2ccc3c(c2)OCO3)C(=O)N(C)C1=O,97
CCCC/C=N/NC(=S)NCc1ccccc1,105
COc1ccccc1N=Nc1c(S(=O)(=O)O)cc2cc(S(=O)(=O)O)cc(NC(C)=O)c2c1O,87
O=C(c1ccccc1)N(CCN1CCOCC1)C(=O)c1ccccc1,95
N#Cc1c(-c2ccccc2)nc2c(c(-c3ccccc3)nn2-c2ccccc2)c1-c1ccc(N2CCOCC2)cc1,65
COc1ccc(/C(CSc2nc3c([nH]2)c(=O)n(C)c(=O)n3C)=N\O)cc1,97
CC1CCN(C(C(=O)c2ccccc2)c2ccccc2)CC1 (stereo unspecified),110
CCCCCCCCCCCCCCCCO,95
N#Cc1c(-c2ccc(Cl)cc2)nc(SCCCCC(=O)NO)[nH]c1=O,122
Cc1ccc(N2C(=O)CC(Sc3ccccc3N)C2=O)cc1Cl (stereo unspecified),93
CCOP(=O)(OCC)/C(C)=N/O,103
CCCCc1nc(Cl)c(C2CC(C3C(=O)N(C)C(=O)N(C)C3=O)=NN2C(C)=O)[nH]1 (stereo unspecified),96
Cc1ccc(-c2c(O)c3cc(C)c(C)cc3c3oc(=O)sc23)cc1,110
CCCCCCCCOC(=O)c1cc(Cl)c(O)c(OC)c1,107
O=C(/C=C/c1sc(N(CCCl)CCCl)nc1Cl)c1ccccc1,88
CC(C)(C)c1nn(-c2ccccc2)c2c1COCN2Cc1cccnc1,66
Cc1[nH]nc2c1C(c1cnn(C)c1)C(C#N)=C(N)O2 (stereo unspecified),99
Cc1cnc(/C=C/C(=O)O)cc1-c1cc2c(cc1C)C(C)(C)CCC2(C)C,63
N#CC1=C(c2ccc(Cl)cc2)Nc2c(c(-c3ccccc3)nn2-c2ccccc2)[C@@]12C(=O)Nc1ccccc12,72

# Further compounds:
SMILES,HL-60(TB)
CCC(SCC(N)=O)(C(N)=O)c1ccccc1 (stereo unspecified),101
Oc1cccc(-c2nc3sccn3c2-c2ccccc2)c1,98
COc1cc2ncnc(Nc3ccc(C(=O)/C=C/c4ccc(Cl)c(F)c4)cc3)c2cc1OC,92
CC(=O)/C=C/c1cccc2c1C(=O)NC(C)(c1cc3cc(Br)ccc3oc1=O)N2 (stereo unspecified),-29*
[2H]c1c([2H])c(-n2cc3cccc(C(N)=O)c3n2)c([2H])c([2H])c1C1C([2H])NC([2H])C([2H])C1[2H] (stereo unspecified),87
COc1cccc(COc2ccc(Nc3ncnc4onc(-c5ccccc5)c34)cc2)c1,93
CCCCCC(=O)c1ccccc1,56
COc1ccc(-c2cc(-c3nnc(SC/C(=N/O)c4ccccc4)o3)c3ccccc3n2)cc1OC,82
O=C(c1cccc(C(F)(F)F)c1)c1cnccc1NC1CCCCCC1,70
NC(=O)Cc1c(OC(=O)NCCCCN=C(N)N)cc(Br)c(O)c1Br,94
NS(=O)(=O)c1ccc(NC(=O)N2CCN(Cc3ccc(Cl)cc3)CC2)cc1,125
CC(=O)c1cc(C(=O)N2c3ccccc3Sc3ccccc32)n2c(C)cccc12,64
CCCCCC/C=N/Nc1ccc([N+](=O)[O-])cn1,62
CC1=C(C(=O)Nc2cccc(C(F)(F)F)c2)C(c2ccc(F)cc2)C2=C(CC(C)(C)CC2=O)N1 (stereo unspecified),77
Clc1nc(OCc2cn(Cc3ccccc3)nn2)nc(N2CCCC2)n1,99
O=C1CSC(c2cn(-c3ccccc3)nc2-c2ccc([N+](=O)[O-])cc2)N1c1ccccc1 (stereo unspecified),111
CCC1(C)C(=O)N(Br)C(=O)N1Br (stereo unspecified),90
C[C@]12CC[C@H]3[C@@H](CCC4=CC(=O)CC[C@@]43C)[C@@H]1CC[C@@H]2COS(=O)(=O)c1ccc(Br)cc1,48
CN(C)S(=O)(=O)c1cccc(C(=O)Nc2nc(-c3ccc(F)c(F)c3)cs2)c1,61
COc1cccc(C2=C(Br)C(=O)c3nc(C)ccc3C2=O)c1,25
Cn1c2ccccc2c2nnc(NCCCCO)nc21,139
O=C(CCc1nnc2sc(COc3ccccc3)nn12)c1nc2ccccc2[nH]1,108
CCN(CC)C(C)CC(C#N)(c1ccccc1)c1ccccc1 (stereo unspecified),94
CO/N=C(/C(=O)N[C@@H]1C(=O)N2C(C(=O)OCSC(=O)c3ccco3)=CCS[C@H]12)c1csc(N)n1,109
CCOC(=O)c1c2c(cn1Cc1ccc(OC)c(OC)c1)-c1oncc1CC2,102
Cc1cc(NS(=O)(=O)c2ccc(Nc3ccnc(SCC(=O)c4ccc(F)cc4)n3)cc2)no1,106
C#C[C@]1(O)CC[C@H]2[C@@H]3CC=C4c5sc(C6CCOCC6)nc5CC[C@]4(C)[C@H]3CC[C@@]21C,57
OCCN(CCc1ccccc1)CCc1ccccc1,98
Nc1c2c(c(O)c3c1=C(CO)C=N3)=NCCS2=O (stereo unspecified),-42*
CCCCC(C=O)(CC)CCC#N (stereo unspecified),90
N#Cc1c(-c2ccc(Br)cc2)nc2n[nH]c(-c3ccc(Br)cc3)c2c1-c1ccc(C(F)(F)F)cc1,-26*
O=C1N=C2SC=C(c3ccc(Cl)cc3)N2C1CCN1CCOCC1 (stereo unspecified),102
CCN(CC)CCCN(C(=O)C(c1ccccc1)c1ccccc1)c1ccc(OC)cc1,82
C=C(C)C12C=C(C)C[C@@](C)(CC3[C@@]4(C)CC[C@H](O)C(C)(C)C4CC[C@]31C)C2=O (stereo partly specified),80
COC(=O)CCCc1ccc(CCCC(=O)OC)cc1,103
Cl.Fc1c[c-]c(-c2ccccn2)c(F)c1.[Pt].c1ccc(P(c2ccccc2)C([PH+](c2ccccc2)c2ccccc2)[PH+](c2ccccc2)c2ccccc2)cc1,8.7*
O=S(=O)(NCCCNc1nccc(-c2cn(-c3ccccc3)nc2-c2ccc(Cl)c(O)c2)n1)c1ccc(O)cc1,96
CCOCC1(CCc2ccccc2)C(=O)NC(=S)NC1=O,99
CCOc1cccc(/C=N/NC(=O)Cc2ccc(Nc3ccnc(C(F)(F)F)c3)cc2)c1O,73
CCOC(=O)NC1CC2CCC1C2 (stereo unspecified),93

# 16 neighbouring entries already listed:
SMILES,HL-60(TB)
Cn1c2ccccc2c2nnc(NCCCCO)nc21,139
O=C(CCc1nnc2sc(COc3ccccc3)nn12)c1nc2ccccc2[nH]1,108
CCN(CC)C(C)CC(C#N)(c1ccccc1)c1ccccc1 (stereo unspecified),94
CO/N=C(/C(=O)N[C@@H]1C(=O)N2C(C(=O)OCSC(=O)c3ccco3)=CCS[C@H]12)c1csc(N)n1,109
CCOC(=O)c1c2c(cn1Cc1ccc(OC)c(OC)c1)-c1oncc1CC2,102
Cc1cc(NS(=O)(=O)c2ccc(Nc3ccnc(SCC(=O)c4ccc(F)cc4)n3)cc2)no1,106
C#C[C@]1(O)CC[C@H]2[C@@H]3CC=C4c5sc(C6CCOCC6)nc5CC[C@]4(C)[C@H]3CC[C@@]21C,57
OCCN(CCc1ccccc1)CCc1ccccc1,98
Nc1c2c(c(O)c3c1=C(CO)C=N3)=NCCS2=O (stereo unspecified),-42*
CCCCC(C=O)(CC)CCC#N (stereo unspecified),90
N#Cc1c(-c2ccc(Br)cc2)nc2n[nH]c(-c3ccc(Br)cc3)c2c1-c1ccc(C(F)(F)F)cc1,-26*
O=C1N=C2SC=C(c3ccc(Cl)cc3)N2C1CCN1CCOCC1 (stereo unspecified),102
CCN(CC)CCCN(C(=O)C(c1ccccc1)c1ccccc1)c1ccc(OC)cc1,82
C=C(C)C12C=C(C)C[C@@](C)(CC3[C@@]4(C)CC[C@H](O)C(C)(C)C4CC[C@]31C)C2=O (stereo partly specified),80
COC(=O)CCCc1ccc(CCCC(=O)OC)cc1,103
Cl.Fc1c[c-]c(-c2ccccn2)c(F)c1.[Pt].c1ccc(P(c2ccccc2)C([PH+](c2ccccc2)c2ccccc2)[PH+](c2ccccc2)c2ccccc2)cc1,8.7*

# Back to the main list, starting 2 compounds before the break.
SMILES,HL-60(TB)
CCOc1cccc(/C=N/NC(=O)Cc2ccc(Nc3ccnc(C(F)(F)F)c3)cc2)c1O,73
CCOC(=O)NC1CC2CCC1C2 (stereo unspecified),93
O=c1[nH]c(-c2ccccc2)nc2sc3cc(O)ccc3c12,-34*
O=C1C=C(N2CCOCC2)c2cccc3cccc1c23,205
CN(C)CCOC(=O)C(C)(C)C,90
COc1ccc(C(=O)COc2cccc(/C=C3\COc4ccc5ccccc5c4C3=O)c2)cc1,72
CCSc1ccccc1,99
CN(Cc1cnc2nc(N)nc(N)c2n1)c1ccc(C(=O)N[C@@H](CCC(=O)O)c2nn[nH]n2)cc1,100
COc1ccc(-c2nnc3c4c(ncn23)N(C)c2ccccc2C(C)C4)cc1 (stereo unspecified),103
CCN(CC)CCOC(=O)Nc1cccc(Cl)c1,106
CCN1/C(=C/C=C/c2n(-c3ccccc3)c3ccc(-c4nc5ccccc5s4)cc3[n+]2CC)N(c2ccccc2)c2ccc(-c3nc4ccccc4s3)cc21,6.4*
Cc1cc(=O)oc2cc(OCc3nn4c(Nc5nc6ccccc6s5)c(-c5ccccc5)nc4s3)ccc12,93
Cn1c(=O)c(-c2ccc(O)cc2)cc2c(N)ncnc21,66
O=C(NC1CCCCCCC1)c1ccc(S(=O)(=O)N2CCCCC2)cc1,143
Cc1c(C(=O)C2C(=O)N(c3ccccc3)N=C2C(F)(F)F)nnn1-c1ccccc1 (stereo unspecified),104
CCC(C)C(N)C(=O)NC(CC(C)C)C(=O)N1CCCC1C(=O)NC(Cc1c[nH]c2ccccc12)C(=O)NC(CCCCN)C(=O)NC(Cc1c[nH]c2ccccc12)C(=O)N1CCCC1C(=O)NC(Cc1c[nH]c2ccccc12)C(=O)NC(Cc1c[nH]c2ccccc12)C(=O)N1CCCC1C(=O)NC(Cc1c[nH]c2ccccc12)C(=O)NC(CCCNC(=N)N)C(=O)NC(CCCNC(=N)N)C(N)=O (stereo unspecified),-2.6*
COC(=O)c1ccc(=O)c2nc3/c(=C/O)c(O)cc(=O)c3[nH]c12,0.3*
O=[N+]([O-])c1ccc(Oc2ccc(Cl)cc2)cc1,95
O=C(NCCc1ccc(O)c(O)c1)c1cc(Cl)ccc1Nc1ccnc(C(F)(F)F)c1,88
CCOC(=O)/C(C#N)=C/NCC1CC1,89

# These rows are one share of the data; the hit share may differ from the screen's.
